OX1R antagonist: human HCRTR1 antagonism; inhibition, % at 5 µM; actives 0.43% (n = 330,000); CHO/OX1R cells, Fluo-8 calcium fluorescence, orexin A;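 active = inhibition above its plate's threshold, mean inhibition of all tested compounds on the plate plus 3 SD, cut at about 37% in these data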;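 also: 0% = orexin A challenge wells and 100% = SB-334867-A antagonist wells; not every result past the cut was called active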
Target sequence (O43613 whole entry, looked up): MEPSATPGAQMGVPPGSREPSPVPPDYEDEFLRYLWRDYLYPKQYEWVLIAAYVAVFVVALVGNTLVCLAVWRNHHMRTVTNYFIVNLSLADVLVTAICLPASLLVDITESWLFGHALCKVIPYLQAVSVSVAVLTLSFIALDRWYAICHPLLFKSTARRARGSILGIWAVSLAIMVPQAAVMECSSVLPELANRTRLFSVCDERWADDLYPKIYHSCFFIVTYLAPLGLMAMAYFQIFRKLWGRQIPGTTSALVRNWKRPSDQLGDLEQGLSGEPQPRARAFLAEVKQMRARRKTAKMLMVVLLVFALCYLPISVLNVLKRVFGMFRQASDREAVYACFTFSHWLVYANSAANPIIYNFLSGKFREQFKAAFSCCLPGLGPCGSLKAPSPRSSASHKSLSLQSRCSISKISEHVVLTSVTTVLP
CHT allo act: allosterically activates the human high affinity choline transporter; CHT-expressing cells, membrane potential dye, choline EC20; hits give high values; LV-AA mutant CHT in HEK293 cells; B-score at 10 µM; actives 0.49% (n = 310,000); AID 488977;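 active = initial fluorescence not abnormally high and integrated response B-score, plate-corrected, over 3 SD above library mean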
Target sequence (Q9GZV3 whole entry, looked up): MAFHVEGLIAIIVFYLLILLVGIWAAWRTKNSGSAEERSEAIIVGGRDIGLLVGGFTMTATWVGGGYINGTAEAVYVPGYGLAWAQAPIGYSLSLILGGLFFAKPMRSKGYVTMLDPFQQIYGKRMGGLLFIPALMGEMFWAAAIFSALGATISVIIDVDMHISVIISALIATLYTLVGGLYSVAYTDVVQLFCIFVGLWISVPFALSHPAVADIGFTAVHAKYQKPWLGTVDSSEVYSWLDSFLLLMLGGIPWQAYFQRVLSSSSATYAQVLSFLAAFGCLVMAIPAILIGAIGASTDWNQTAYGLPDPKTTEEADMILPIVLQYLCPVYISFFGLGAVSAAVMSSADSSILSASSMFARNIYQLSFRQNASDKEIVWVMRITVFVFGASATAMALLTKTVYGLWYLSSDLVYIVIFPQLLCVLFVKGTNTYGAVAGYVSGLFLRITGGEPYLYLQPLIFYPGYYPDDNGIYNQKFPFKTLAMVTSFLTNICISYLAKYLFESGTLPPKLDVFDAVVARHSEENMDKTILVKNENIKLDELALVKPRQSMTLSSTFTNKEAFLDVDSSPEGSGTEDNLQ
* = called active by the depositor; i = inactive; . = no result given.

smiles	OX1R antagonist	CHT allo act
O=C1NC2=C(CCc3ccccc32)C(c2ccc(Br)cc2)N1 (configuration not stated)	4	i
COC(=O)c1[nH]c2cccc(OC)c2c1NC(=O)CN1CC2(C)CC1CC(C)(C)C2 (configuration not stated)	-16	i
CCOc1ccccc1NC(=O)CN(c1cc(C)cc(C)c1)S(=O)(=O)c1c(C)noc1C	-7	i
O=C(O)/C=C\C(=O)NCc1ccccc1	-10	i
COc1cccc(C(=O)NNC(=O)c2ccccc2)c1	.	i
Nc1cccnc1Oc1ccc(F)cc1	-1	i
C=C(C)COc1ccc(-c2[nH]ncc2-c2ccccc2OC)c(O)c1	35	i
CCCc1c(C(=O)N/N=C/c2cccnc2)nnn1-c1nonc1N	-12	i
COC(=O)CC1C(=O)NCCN1C(=O)CSc1nnc(Nc2ccc(OC)cc2)s1 (configuration not stated)	2	i
CC(=O)Nc1ccc(S(=O)(=O)N2CCC(NC(C)=O)(c3cccc(F)c3)CC2)cc1	-22	i
O=c1/c(=C\c2ccc(O)cc2)sc2n1C(c1ccccc1)C(c1ccccc1)=NN=2 (configuration not stated)	0	i
O=C(NCc1ccccc1)c1nc2c(nnn2Cc2cccc(Cl)c2)c(=O)[nH]1	-30	i
CC1CCN(C(=O)c2ccc3c(c2NCCO)C(=O)c2ccccc2C3=O)CC1	-23	i
O=C(NCc1ccccc1CN1CCCCC1)c1ccc(Cl)cc1N1CCCC1=O	-36	.
O=C(COC(=O)c1cccc(S(=O)(=O)N2CCc3ccccc3C2)c1)NCc1ccco1	-10	i
CC(C)(C)C1CCC(=NNC(=O)CN(c2ccccc2)S(=O)(=O)c2ccccc2[N+](=O)[O-])CC1 (configuration not stated)	-28	i
COc1ccc(N(CN2C(=O)C3C4C=CC(C4)C3C2=O)C(=O)c2ccco2)cc1 (configuration not stated)	-7	i
Oc1ccc(C=NC2CCCCC2)c(O)c1	-3	i
Cc1nc(C)c(C(=O)Nc2ccc(C)c(F)c2)o1	-6	i
O=C(CN1C(=O)c2cccc3cccc(c23)C1=O)N1CCCCC1	-16	i
O=C(O)c1ccc(-c2ccc(Cl)cc2Cl)o1	4	i
COc1ccc(NS(=O)(=O)c2csc(C(=O)Nc3ccccc3)c2)cc1	1	i
Cc1[nH]c2ccc(C(=O)OC(C)C(=O)NC3CCCCC3C)cc2c1C (configuration not stated)	32	.
C/C=C/c1ccc(OCC(O)CN(C)Cc2ccc(SC)cc2)c(OC)c1 (configuration not stated)	-20	i
Cc1ccc(-n2ccnc(SCC(=O)NCCc3ccccc3)c2=O)cc1F	-5	i

(next part)
smiles	OX1R antagonist	CHT allo act
COc1cc(/C=N/Nc2ccc(S(N)(=O)=O)cc2[N+](=O)[O-])cc(OC)c1O	-15	i
COc1ccccc1-c1oc2ccccc2c1-c1ccccc1OC	-30	.
CCc1sc(C(=O)Nc2ccc3c(c2)OCCO3)cc1Br	-19	i
Cc1ccc(OC(C)C(=O)O)cc1C (configuration not stated)	-4	i
CCOC(=O)c1c(NC(=O)COC(=O)CNC(=O)c2ccc(Cl)cc2Cl)sc(C(=O)N(C)C)c1C	-17	i
CCCC(C)(C)NC(=O)CCCCC(=O)NC(C)(C)CCC	-15	i
O=C(CCCn1c(SCC(=O)NC2CCCCC2)nc2ccccc2c1=O)NCC1CCCO1 (configuration not stated)	-29	i
COc1ccc(CCN2CC(C(=O)NCc3ccco3)CC2=O)cc1OC (configuration not stated)	-4	i
O=[N+]([O-])c1ccc(N=Nc2ccc(O)cc2O)cc1	29	i
COc1ccc(S(=O)(=O)N2CCC(C(=O)NCCC(=O)NC3CC3)CC2)cc1	2	i
N#Cc1ncc(C(F)(F)F)cc1Sc1ccccc1N	-10	i
COCCn1c(NCc2ccccc2)nc2c1c(=O)[nH]c(=O)n2C	-17	i
O=C(NC1CCCCC1)C1CCN(S(=O)(=O)c2cccc3cccnc23)CC1	-12	i
CC(=O)N1CCc2cc(C(=O)CN3CCN(c4cccc(Cl)c4)CC3)ccc21	-21	i
Cn1cc([N+](=O)[O-])c(C(=O)NNC(=O)c2ccc([N+](=O)[O-])cc2)n1	-1	i
CCCCNC(=S)NNC(=O)c1cc(C)on1	-4	i
CC(=O)C1=C(C)NC(=O)NC1c1ccc(Cl)cc1 (configuration not stated)	-2	i
Cc1ccc(C)c(OCC(=O)N/N=C/c2c(C)nn(-c3ccccc3)c2Cl)c1C	0	i
Cn1nc(-c2ccccc2)cc1NC(=O)Nc1ccccc1F	-3	i
CCC(=O)c1ccc(OCC(=O)NCCC2=CCCCC2)c(OC)c1	-29	i
O=C(CCc1ccc(S(=O)(=O)NCCc2ccccc2)cc1)NCc1ccco1	-11	i
Cc1cccc(NC(=S)N/N=C/c2c[nH]c3ccccc23)c1	-17	i
O=C(COC(=O)c1cccnc1)c1ccc(Cl)c(Cl)c1	-3	i
Cn1c(SCc2ccccc2F)nc2cccnc21	-14	i
O=C(CSc1ccc([N+](=O)[O-])cc1)Nc1ccccc1N1CCOCC1	5	.

18 compounds already listed, arranged by molecular weight, smallest number first:
smiles	OX1R antagonist	CHT allo act
Cc1ccc(OC(C)C(=O)O)cc1C (configuration not stated)	-4	i
CCCCNC(=S)NNC(=O)c1cc(C)on1	-4	i
Cn1c(SCc2ccccc2F)nc2cccnc21	-14	i
Cc1cccc(NC(=S)N/N=C/c2c[nH]c3ccccc23)c1	-17	i
Cn1nc(-c2ccccc2)cc1NC(=O)Nc1ccccc1F	-3	i
CCCC(C)(C)NC(=O)CCCCC(=O)NC(C)(C)CCC	-15	i
COCCn1c(NCc2ccccc2)nc2c1c(=O)[nH]c(=O)n2C	-17	i
COc1ccccc1-c1oc2ccccc2c1-c1ccccc1OC	-30	.
CCC(=O)c1ccc(OCC(=O)NCCC2=CCCCC2)c(OC)c1	-29	i
CCc1sc(C(=O)Nc2ccc3c(c2)OCCO3)cc1Br	-19	i
COc1ccc(CCN2CC(C(=O)NCc3ccco3)CC2=O)cc1OC (configuration not stated)	-4	i
O=C(CSc1ccc([N+](=O)[O-])cc1)Nc1ccccc1N1CCOCC1	5	.
CC(=O)N1CCc2cc(C(=O)CN3CCN(c4cccc(Cl)c4)CC3)ccc21	-21	i
O=C(NC1CCCCC1)C1CCN(S(=O)(=O)c2cccc3cccnc23)CC1	-12	i
COc1ccc(S(=O)(=O)N2CCC(C(=O)NCCC(=O)NC3CC3)CC2)cc1	2	i
O=C(CCc1ccc(S(=O)(=O)NCCc2ccccc2)cc1)NCc1ccco1	-11	i
O=C(CCCn1c(SCC(=O)NC2CCCCC2)nc2ccccc2c1=O)NCC1CCCO1 (configuration not stated)	-29	i
CCOC(=O)c1c(NC(=O)COC(=O)CNC(=O)c2ccc(Cl)cc2Cl)sc(C(=O)N(C)C)c1C	-17	i

The list continues:
smiles	OX1R antagonist	CHT allo act
O=C(NNC1=NS(=O)(=O)c2ccccc21)c1ccccc1Cl	-2	i
Cc1ccc(S(=O)(=O)N(Cc2ccccc2)c2ccccc2C(=O)NCc2cccnc2)cc1	-41	i
CCc1ccc2oc(C(=O)Nc3ccc(S(N)(=O)=O)cc3)c(C)c2c1	-2	i
CCCCN(CC)C(=O)c1cc2cc3ccc(Cl)cc3nc2o1	-5	i
CCOC(=O)C1=C(CSc2nccn2C)NC(=O)NC1c1ccc(OC)cc1 (configuration not stated)	-16	i
C=CCN(Cc1ccc(Cl)s1)C(=O)c1ccc(F)c(S(=O)(=O)N2CCOCC2)c1	-23	.
Cn1c(CNC(=O)c2ccco2)nnc1SCC(=O)N1CCN(c2ccccc2)CC1	-24	i
Cc1ccc(S(=O)(=O)Cn2nnnc2C(CC(C)C)N2CCN(C3CCCC3)CC2)cc1 (configuration not stated)	-56	i
O=C(O)c1cccc(NC2=Nc3cccc4cccc2c34)c1	-5	i
O=C1CC(c2cccc(F)c2)c2c(c3ccccc3[nH]c2=O)O1 (configuration not stated)	-18	i
Nc1nc(N2CCN(C(=O)c3ccco3)CC2)nc2ccccc12	-14	6.4*
O=C(CSCc1ccc(Cl)cc1)N1CCN(Cc2ccc3c(c2)OCO3)CC1	-13	i
CC1CCCC(C)N1C(=O)COC(=O)Cn1cnc2c1c(=O)n(C)c(=O)n2C (configuration not stated)	1	i
CCCCNS(=O)(=O)c1ccc2nc(SCC(N)=O)[nH]c2c1	-2	i
Cc1ccc(N(CC(N)=O)C2SC(=O)N(Cc3cccc(C(=O)O)c3)C2=O)cc1 (configuration not stated)	-14	i
C#CCNC(=O)C1=C[C@H](c2coc3ccccc3c2=O)C[C@H](OCc2ccc(CO)cc2)O1	-35	i
CCN1CCCC1CNc1ccc(S(C)(=O)=O)cc1[N+](=O)[O-] (configuration not stated)	-6	i
CN(C)C(=O)COC(=O)c1cc(Cl)cc(Cl)c1N	-31	i
CC1c2[nH]c3ccccc3c2C[C@H]2C(=O)N(CCO)CC(=O)N12 (some centres not stated)	-2	i
COc1ccccc1C(=O)COC(=O)CN1C(=O)c2ccccc2C1=O	4	i
COc1ccccc1N1CCN(C(=O)c2cc(C(=O)N3CCN(c4ccccc4OC)CC3)cc([N+](=O)[O-])c2)CC1	-10	i
O=C(CSc1cn(CCNC(=O)c2c(F)cccc2F)c2ccccc12)NCC1CCCO1 (configuration not stated)	-28	i
CCCN(CCC)Cc1c(C(=O)N/N=C/C(C)=C\c2ccccc2)nnn1-c1nonc1N	-18	i
CCN(CC(=O)NCc1cccs1)C(=O)/C=C/c1cc(Br)ccc1OC(F)F	-15	.
Cc1cc(C(=O)Nc2ccccc2C)on1	-14	i

The listing continues:
Screens in order: OX1R antagonist	CHT allo act
- CCOCCCNC(=O)CNC(=S)N(Cc1ccc(C)cc1)Cc1ccco1
    -29	i
- COc1ccc(Cc2nc(-c3cccc(C)c3)no2)cc1
    -3	i
- NC(=S)NNc1cccc2cccnc12
    -15	i
- Nc1cc([N+](=O)[O-])ccc1Nc1ccccc1
    -16	i
- C#Cc1ccc(CN2CCC(Oc3ccc(C(=O)NCc4ccccn4)cc3)CC2)cc1
    -11	i
- CCOc1ccccc1NC(=O)C(OC(=O)c1cc(C)oc1C)c1ccccc1 (configuration not stated)
    -21	i
- CN(C(=O)C1CCC(=O)N(C2CC2)C1)C1CCCCC1 (configuration not stated)
    12	i
- CCN(C(=O)COc1ncnc2ccc(Br)cc12)C1CCS(=O)(=O)C1 (configuration not stated)
    -13	i
- Cc1oc(-c2ccccc2F)nc1CSCC(=O)NC1CCC(C)CC1 (configuration not stated)
    -1	i
- O=[N+]([O-])c1ccc(COc2ccc(-c3[nH]ncc3-c3ccc(Cl)cc3)c(O)c2)cc1
    -8	i

Other structures follow:
Screens in order: OX1R antagonist	CHT allo act
- O=C(CN1CCCC1)NC12CC3CC(CC(C3)C1)C2
    -7	i
- COc1cccc(N/C(N)=N/c2nc(CSc3ccccn3)cc(=O)[nH]2)c1
    -25	i
- Cc1ccc(C)c(NC(=O)CN(C)C(=O)c2sccc2C)c1
    -4	i
- COC(=O)CNC(=O)Cn1c(=O)n(Cc2ccc(F)cc2)c(=O)c2sccc21
    2	i
- Cc1cc(C)n(-c2nnc(C)n2/N=C/c2ccco2)n1
    2	i
- COc1ccc(C(=O)NC(C(=O)NCC2CCCO2)C(C)C)cc1 (configuration not stated)
    -7	i
- O=C(CN(c1ccc(F)cc1)S(=O)(=O)c1ccc2c(c1)OCCO2)NCc1ccncc1
    -16	i
- Cc1ccc(C2=NNC(C(O)C(O)C(O)C(C)O)S2)cc1 (configuration not stated)
    -7	i
- COc1ccc(OC)c(S(=O)(=O)N2CCCC(N3CCN(c4ccccc4)CC3)C2)c1 (configuration not stated)
    -16	i
- CCC(c1nnc(SCC(=O)NCCc2ccc(Cl)cc2Cl)o1)N(C)C (configuration not stated)
    -28	i

The list goes on:
Screens in order: OX1R antagonist	CHT allo act
- CCN(C(=O)c1cc2c(=O)[nH]c3ccc(C)cc3c2s1)c1ccccc1F
    -24	i
- Cc1ccc(OCC(=O)O/N=C(\N)Cc2ccc([N+](=O)[O-])cc2)cc1C
    -18	i
- O=C(NC(=S)N1CCCC1)c1cccc([N+](=O)[O-])c1
    1	i
- CCC(C)NC(=O)C1(O)c2ccccc2NC(=O)N1c1ccc(C)c(C)c1 (configuration not stated)
    -2	i
- Cc1ccc(-c2ccc(/C=N/n3cnnc3)o2)cc1Cl
    -34	i
- CN(c1ccccc1)S(=O)(=O)c1cccc(NC(=O)CSc2nnc(C3CC3)n2C)c1
    -16	.
- CCOC(=O)Nc1ccc2c(c1)N(C(=O)C(C)N1CCCC1)c1ccccc1CC2 (configuration not stated)
    -10	i
- CCc1ccc(S(=O)(=O)Nc2ccc(-c3ccc4nncn4n3)cc2)s1
    -13	i
- COc1ccc(OC)c(CN2CCN(C(=O)c3cccs3)CC2)c1
    -15	i
- COC(=O)c1cc(OC)c(OC)cc1NC(=O)CSc1ccccc1
    -33	i

Remaining list, next part
Screens in order: OX1R antagonist	CHT allo act
- O=C(CSc1cn(CC(=O)N2CCCCC2)c2ccccc12)NCC1CCCO1 (configuration not stated)
    -28	i
- CCN(CC)CCCNC(=O)CCc1ccccc1
    -15	i
- CC(OC(=O)c1ccc(Cl)nc1)C(=O)NC1CCCC1 (configuration not stated)
    -1	.
- CC(=O)Nc1ccc(S(=O)(=O)/N=C2/NC(=O)/C(=C\c3ccco3)S2)cc1
    4	i
- CCn1nc(C(=O)OCc2c(C)noc2C)c2ccccc2c1=O
    -50	i
- C[C@H](NC(=O)[C@H]1N2C(=O)c3ccccc3C2SC1(C)C)C(=O)NCc1ccncc1 (some centres not stated)
    -25	i
- Cc1ccc(NC(=S)NCc2ccccc2)cc1C
    -15	i
- COc1ccccc1NC(=O)CN(c1ccc([N+](=O)[O-])cc1)S(=O)(=O)c1ccccc1
    -22	i
- Cc1cc(C)cc(CC2CC(=O)N(c3ccc(Cl)cn3)C2=O)c1 (configuration not stated)
    4	i
- O=C1CC(c2ccccc2)CC(O)=C1C=NCc1ccccc1 (configuration not stated)
    -11	i

Compound activity (PubChem BioAssay)
